PMI act: increases human mannose-6-phosphate isomerase activity; P34949; purified human PMI, coupled resazurin fluorescence, 20 min; hits give high values; 1 = vehicle control, 0 substrate-free wells; activation factor at 20 µM; actives 0.005% (n = 190,000); AID 1214;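 active means activation factor of 2 or more at 20 µM, relative to plate controls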
Target sequence (P34949 whole entry, looked up): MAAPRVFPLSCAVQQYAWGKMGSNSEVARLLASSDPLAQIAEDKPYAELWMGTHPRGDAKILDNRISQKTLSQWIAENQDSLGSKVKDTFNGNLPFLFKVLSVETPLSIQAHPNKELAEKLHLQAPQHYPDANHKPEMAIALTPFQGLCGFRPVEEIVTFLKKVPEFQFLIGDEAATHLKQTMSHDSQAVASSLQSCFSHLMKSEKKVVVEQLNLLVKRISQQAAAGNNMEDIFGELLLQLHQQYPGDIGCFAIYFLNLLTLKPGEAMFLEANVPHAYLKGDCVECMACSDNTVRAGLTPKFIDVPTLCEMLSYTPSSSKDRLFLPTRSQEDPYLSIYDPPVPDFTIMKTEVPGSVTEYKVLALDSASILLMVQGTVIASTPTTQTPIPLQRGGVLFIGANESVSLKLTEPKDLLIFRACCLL
APP 5'UTR act: APP 5'UTR luciferase reporter activation | SH-SY5Y APP 5'UTR luciferase reporter, luminescence; zero percent = DMSO vehicle wells | activation, % at 2 µM | actives 1% (n = 190,000) | AID 1276;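 active means activation above a set limit, based on mean plus 3 SD of controls, cut at about 140% in these data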; further: values of inactives mirror those of a sister screen read the other way
FLuc act counter: firefly luciferase counter-screen for stimulation assays. ATPlite luciferase biochemical, luminescence, 10 min; 0 = ATP-free wells, 1 = DMSO control. activation factor at 10 µM. 200,000 tested, under 10 active. AID 1027;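 active means luciferase activation factor, scaled between plate controls, of at least 2 with compound at 10 µM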
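Material: Luciferase/luciferin reagent mix; Doses: test compounds dosed from 2 mM stocks in 100% DMSO; Schedule: 10 min incubation after luciferase reagent addition, room temperature; Measured by: luminescence from luciferase reaction; Read-out: luminescence gain marking luciferase activators.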
PMI act satM6P: increases human PMI activity with near-saturating mannose 6-phosphate | P34949 | coupled PMI enzyme assay, resazurin fluorescence, 20 min; hits give high values; 1 = untreated enzyme, 0 = substrate-free blank | activation factor at 20 µM | actives 0.34% (n = 190,000) | AID 1216;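 active means activation factor of 2 or more at 20 µM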
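Technique: Diaphorase-driven resazurin-to-resorufin fluorescence, excitation 544, emission 590 nm | Assay system: Human PMI in coupled enzyme assay | Times: Enzyme reaction with compound 20 min at room temperature | Medium: HEPES-buffered pH 7.4 with magnesium and detergent | Reagent: Mannose-6-phosphate 1.0 mM (near-saturating) plus 0.22 mM NADP+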
TNAP inh hi DEA: inhibitors of human TNAP at high phosphate acceptor concentration. purified TNAP, CDP-star luminescence, 1 M DEA. inhibition, % at 20 µM. actives 0.03% (n = 200,000);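 active means over 50% inhibition of tissue-nonspecific alkaline phosphatase at 20 µM in the single-dose screen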;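 further: plate controls were DMSO wells for no effect and EDTA-quenched wells as full inhibition for full effect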
Target sequence (P05186 whole entry, looked up): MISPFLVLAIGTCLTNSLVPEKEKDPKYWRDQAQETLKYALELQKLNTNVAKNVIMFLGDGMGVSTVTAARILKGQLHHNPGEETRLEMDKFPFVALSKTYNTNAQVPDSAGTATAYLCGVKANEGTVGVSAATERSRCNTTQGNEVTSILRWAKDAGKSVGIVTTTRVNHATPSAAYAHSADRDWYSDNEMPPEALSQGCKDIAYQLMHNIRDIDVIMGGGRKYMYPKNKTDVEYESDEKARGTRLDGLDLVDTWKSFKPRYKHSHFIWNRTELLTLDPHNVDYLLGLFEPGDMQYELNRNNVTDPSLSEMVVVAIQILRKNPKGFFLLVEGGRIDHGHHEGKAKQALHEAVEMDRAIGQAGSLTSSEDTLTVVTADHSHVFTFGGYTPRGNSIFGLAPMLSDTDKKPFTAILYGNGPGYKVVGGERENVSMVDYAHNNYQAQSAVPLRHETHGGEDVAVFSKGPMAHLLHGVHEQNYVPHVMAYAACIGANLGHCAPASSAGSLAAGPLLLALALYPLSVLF
TNAP act hiacc: activators of human TNAP at high phosphate acceptor concentration | P05186 | purified TNAP, CDP-star luminescence, 1 M DEA, 30 min; hits give high values; 0 = EDTA background, 1 = DMSO-only activity | activation factor at 20 µM | 200,000 tested, under 10 active | AID 1136;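 active means activation factor at least 2 at 20 µM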
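Measured by: Luminescent substrate turnover signal | Test system: Human TNAP | Input: TNAP 1/800 final | Dosing: 20 µM single point | Schedule: 30 min, room temperature | Controls: EDTA wells as negative control, DMSO wells as positive control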
bIAP act: increases bovine intestinal alkaline phosphatase activity; purified bovine IAP, CDP-star luminescence, 30 min; hits give high values; fold of DMSO-control signal, blank-subtracted; activation factor at 20 µM; actives 0.17% (n = 200,000);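 active means activation factor of 2 or more at 20 µM, a signal rise over negative controls twice the positive control's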
TNAP inh no acc: TNAP (human) inhibition, acceptor-free conditions; purified TNAP, CDP-star luminescence, 30 min; P05186; actives 0.26% (n = 200,000); inhibition, % at 20 µM; AID 1012;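 active means tissue-nonspecific alkaline phosphatase inhibition above about 50% at 20 µM in the single-dose screen, limit read from the data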;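 further: 0% = DMSO negative control and 100% = EDTA positive control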
NF-kB neuron act: raises NF-kB expression in human neuronal cells; fold change at 12.5 µM; actives 1.6% (n = 190,000); NF-kB reporter expression; hits give high values; in the data active means fold change above about 3.3
FLuc inhib CS: counter-screen for luciferase assay inhibitors: firefly luciferase inhibition. P08659. ATPLite firefly luciferase biochemical luminescence, 10 min. actives 1.5% (n = 200,000). inhibition, % at 10 µM;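 active means inhibition above about 50% when tested at 10 µM, limit read from the data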
The depositor's hits bear a star; . = not tested or not shown; & = joins results of further samples.

compound	FLuc act counter	NF-kB neuron act	TNAP inh hi DEA	TNAP inh no acc	APP 5'UTR act	TNAP act hiacc	bIAP act	PMI act satM6P	FLuc inhib CS	PMI act
O=C(NCC(c1cccnc1)N1CCN(c2ccc(F)cc2)CC1)c1ccc(F)cc1 (stereo not given)	1.1	0.8	-3.8	-12.5	2.3	1	1.1	1.1	-5.6	1
N#Cc1cnc(Sc2ccccc2)nc1	1	1.37	2.2	1.7	-4.9	1	1	0.9	-2.1	0.9
Clc1ccc(N/N=C/c2ccncc2)cc1Cl	1	1.66	-0.7	-11.8	76.0	1	1	1.1	2.6	0.9
Cc1nn(C)c(Oc2cccc(Cl)c2)c1C=O	1	0.92	-1.3	-7.3	5.5	1	1	0.9	-3.3	0.9
COc1ccccc1-c1nc(C(N)=O)c2[nH]c(=O)n(-c3cccc(C)c3)c2n1	1	0.53	-2.7	-28.0	22.4	1	1.2	0.8	-4.1	0.8
O=C(c1ccccc1F)N1CCN(c2ccc([N+](=O)[O-])c3cccnc23)CC1	1.1	0.98	3.1	1.5	18.0	1	0.8	0.4	-6.5	0.8
O=C(NCC12CC3CC(CC(C3)C1)C2)c1nn2cccnc2c1Cl	1	1.11	-3.9	-3.4	-0.9	1	1	1	-0.3	0.8
COc1ccc(-c2cc(C(F)(F)F)n3ncc(C(=O)N4CCc5ccccc5C4)c3n2)cc1	1.1	0.42	-4.5	11.5	-25.6	1	1	0.7	-6.2	0.8
COc1ccc(-n2nc(C(=O)Nc3ccc4c(c3)OCO4)c3ccccc3c2=O)cc1	1	0.77	0.4	-1.0	-21.3	1	1	0.8	-2.6	0.9
Cc1ccc(CSCCNS(=O)(=O)c2ccccc2)cc1	1.1	1.36	-2.7	-9.3	.	1	0.2	1	-5.1	0.9
CC(=O)c1c(C)[nH]c(C(=O)N2CCCCCC2)c1C	1.1	1.28	-5.0	-7.3	0.6	1.1	1	0.9	-7.1	1
CCOc1ccc(N(CC(=O)Nc2cccc(Cl)c2)S(=O)(=O)c2c(C)noc2C)cc1	1.1	0.58	-12.5	17.0	9.4	1.1	1	0.9	-5.7	0.9
O=C(/C=C/NNC(=O)c1cccc(Br)c1)c1cccc(Br)c1	1	0.87	3.1	-1.4	.	1	0.7	1.1	-3.2	1
COCCn1cnnc1SCC(=O)Nc1cccc(S(=O)(=O)N2CCCCCC2)c1	1	1	-3.7	-7.6	2.8	1	1.1	1	-1.5	0.9
COC(=O)C(Cc1c[nH]c2ccccc12)NC(C)=O (stereo not given)	1	1.04	0.2	-5.7	-22.2	1	1	1	-4.0	1
Cc1cc(Nc2ccc(Br)c(C)c2)n2nc(C)nc2n1	1.1	1.3	-1.7	-8.6	-1.5	1	1	1	-5.6	0.9
COCCn1nnnc1CN1CCC(NC(=O)c2ccc(Br)cc2)CC1	1.1	0.98	-6.8	-8.7	-7.4	1.1	0.9	1.1	-5.6	1.2
CCN(CC)CCn1c(NCc2nc3ccccc3n2Cc2ccccc2)nc2ccccc21	1	0.74	-7.8	-100.8	9.1	1.1	2*	1.1	-4.5	1
COc1ccc(CCNC(=O)CC2Nc3ccccc3NC2=O)cc1 (stereo not given)	1	1.08	-4.2	-14.0	1.4	1	1	0.8	-0.5	1
COc1ccc(C(CNC(=O)CN2C(=O)NC3(CC(C)CC(C)(C)C3)C2=O)N2CCOCC2)cc1 (stereo not given)	1.1	0.97	-6.4	-15.2	5.0	1.1	1	1	-7.4	0.9
Cc1cc(C)cc(C(=O)n2cnnc2N)c1	1.1	1.03	-8.7	-11.4	-1.2	1.1	1	0.9	-11.1	0.9
Cc1nnc(SCC(=O)Nc2cc(C(C)(C)C)nn2-c2ccccc2)s1	1	1.09	-7.3	-10.4	9.2	1.1	1	0.9	-4.6	0.9
Clc1ccc(-n2c(SCc3nc4ccccc4[nH]3)nnc2-c2ccncc2)cc1	1.1	1.13	-5.1	-14.5	8.7	1.1	1.1	1	-6.3	0.9
COc1cc(NC(=O)COc2ccc(F)cc2)nc(OC)n1	1	0.99	-1.7	-5.8	-7.0	1	0.9	0.8	-3.2	0.9
Cc1ccccc1NC(=O)c1ccccc1NC(=O)Cc1cccc2ccccc12	1	1.27	-0.3	-16.1	-8.3	1	1	1	-1.8	0.8
COc1ccc(C2C(C(C)=O)=C(O)C(=O)N2c2nccs2)cc1 (stereo not given)	1.1	1.01	-7.0	-13.7	-5.9	1.1	0.8	1.2	-6.4	1
Cc1ncoc1C(=O)N1CCCC(C(=O)c2ccc3c4c(cccc24)CC3)C1 (stereo not given)	1.1	0.97	-8.3	-9.7	-0.1	1.1	0.9	0.9	-7.2	0.9
Cc1ccc(CN2C(=O)CCC2C(=O)NCCN2CCOCC2)cc1 (stereo not given)	1	1.33	-6.4	-14.2	2.1	1.1	1	1	-2.3	1.1
CCOc1cc(-c2cc(-c3ccc(C)o3)nc(N)c2C#N)ccc1O	1.1	0.57	-1.7	-5.4	-12.0	1	0.9	0.9	-10.3	0.9
COc1ccc(NC(=O)CCC(=O)NCCO)cc1	1.1	1.03	-4.1	-11.6	13.4	1	0.9	.	-5.5	.
Cn1cccc1C(=O)OCC(=O)NC(=O)NC1CCCCC1	1	1.16	-0.6	-10.5	27.3	1	1.1	0.9	-3.9	0.9
Cc1cc(C(F)(F)F)nn1CC(=O)NCc1ccco1	1.1	0.98	-4.3	-12.6	-3.9	1	1	1	-8.2	1.2
CCc1nnc(NC(=O)CCC(=O)N2CCN(Cc3ccc(Cl)cc3)CC2)s1	1.1	0.9	-2.4	0.9	6.7	1	1.1	1.1	-6.8	1
O=C(c1cc2c(=O)n3ccccc3nc2s1)N1CCOCC1	1	2.01	-6.2	-12.7	45.3	1.1	1	1	0.8	1
CN(C(=O)CSc1nnc(Cc2ccccc2F)n1N)C1CCS(=O)(=O)C1 (stereo not given)	1.1	1.21	-7.9	-4.0	-4.7	1.1	0.9	1	-11.0	1
O=C(NCc1ccccn1)c1cc(Br)ccc1Cl	1	1.06	-6.0	7.0	11.2	1.1	1.1	1.2	-4.8	1.2
O=C1C2C(C(=O)N1c1nccs1)C1C=CC2C12CC2 (stereo not given)	1.1	1.15	-0.1	-14.4	18.5	1	0.9	1.1	-7.5	1
O=C(NN=C1CCN(Cc2ccccc2)CC1)c1cccc(S(=O)(=O)Nc2ccccc2Cl)c1	1	0.86	0.0	-1.8	-19.1	1	1	1	3.3	1
COc1cccc(N(C(=O)Cn2nnc3ccccc32)C(C(=O)NCc2ccco2)c2cccnc2)c1 (stereo not given)	1.1	0.77	-3.7	5.6	-22.3	1	1	1	-7.3	1
COc1cc(-c2nnc(-c3cccnc3)o2)cc(OC)c1OC	1	1.27	3.1	-3.2	2.4	1	1	0.9	-2.2	0.9
O=C(O)c1ccc(CS(=O)(=O)c2cccc(C(F)(F)F)c2)o1	1.1	1.03	-3.0	-6.1	1.1	1	0.9	1.1	-8.3	1.2
COc1ccc(/C=N/n2c(SC)nnc(C(C)(C)C)c2=O)cc1	1	1.11	-1.5	-5.2	13.3	1	0.9	1	-3.6	1
Nc1ccc(C(=O)OCc2ccncc2)cc1[N+](=O)[O-]	1.1	1.26	0.0	3.3	-2.8	1	1	1	-7.1	1.1
Cc1ccc(C(=O)NC2(C(F)(F)F)N=C3SCCN3C2=O)cc1 (stereo not given)	1.1	1.06	-2.8	-0.1	-1.1	1	0.9	1	-5.7	1
CCC(C)C(NC(=O)C(N)CC(C)C)C(=O)NC(CCC(=O)OCc1ccccc1)C(N)=O (stereo not given)	1.1	1.02	-7.4	-1.3	-4.7	1.1	1	1.1	-6.4	1.1

Part of the list above, showing only FLuc inhib CS, PMI act and PMI act satM6P.
Structure	FLuc inhib CS	PMI act	PMI act satM6P
Cc1cc(C(F)(F)F)nn1CC(=O)NCc1ccco1	-8.2	1.2	1
CCc1nnc(NC(=O)CCC(=O)N2CCN(Cc3ccc(Cl)cc3)CC2)s1	-6.8	1	1.1
O=C(c1cc2c(=O)n3ccccc3nc2s1)N1CCOCC1	0.8	1	1

New compounds follow:
compound	FLuc act counter	NF-kB neuron act	TNAP inh hi DEA	TNAP inh no acc	APP 5'UTR act	TNAP act hiacc	bIAP act	PMI act satM6P	FLuc inhib CS	PMI act
Cc1ccc(Cl)cc1NC(=S)N(CCCN1CCN(C)CC1)Cc1ccco1	1.1	1.3	-0.1	1.2	0.0	1	1	1	-6.3	0.9
O=C(O)c1cc(-c2ccco2)nc2ccc(Br)cc12	1&0.8	1.31&1.26	-1.9&1.2	-4.9&-4.0	-19.5	1&1	0.9&0.8	1.3&0.7	3.3&22.8	1.1&0.8
O=C1CCCC2=C1C1(CCCC1)N=C(Nc1nc3ccccc3o1)N2	1.1	.	-7.3	-13.6	.	1.1	0.9	0.9	-5.5	1
CCOC(=O)C1CCCCN1Cc1ccccc1C(F)(F)F (stereo not given)	1	1.16	-1.4	-14.6	-6.9	1	1.1	1.1	0.4	1
CCc1ccc(C2C(C#N)=C(N)C(C#N)(C#N)C3=CCC(C(C)(C)C)CC32)cc1 (stereo not given)	1.1	1.95	-2.3	-4.7	10.7	1	1	0.5	-8.0	0.8
CC1(C)OC(=O)C(=CNc2ccccc2F)C(=O)O1	0.7	1.15	-3.0	-15.0	-7.6	1	0.9	1.1	30.6	1
O=C(Nc1ccc(NC(=O)C2CC2)cn1)c1ccccc1Cl	0.8	2.31	3.3	-2.0	17.8	1	0.9	1	24.5	1
Cc1nn(-c2ccc(F)cc2)c2c1cc(C#N)c1nc3ccccc3n12	1	0.97	-3.8	-9.2	-5.1	1	1	1	-2.5	0.9
Cc1cc(NC(=O)c2cc3nc(C4CC4)cc(C(F)(F)F)n3n2)no1	1	1.18	-3.3	-8.7	1.9	1	0.8	1	0.9	0.9
COc1ccccc1CN1C[C@@H]2C[C@@H](c3ccc(C)cc3)N3CCC[C@@]23C1=O	1	1.07	-3.7	-6.2	-8.3	1	1.2	0.9	-1.4	0.9
CC1(C)CC(=O)C2=C(C1)NC(=O)CC2c1cccc(F)c1 (stereo not given)	1	1.08	-2.8	-0.8	-16.3	1	0.9	1	-3.6	1.1
CCCNC(=O)CN(c1ccc(F)c(Cl)c1)S(C)(=O)=O	1.1	1.08	0.1	-5.4	-23.9	1	0.9	0.9	-5.0	0.9
CCCCOCP(=O)(CC)COCCCC	1.1	1.19	-1.7	-16.9	-10.9	1	1.1	1	-7.1	1

Structures listed above printed as active in bIAP act:
Molecule	NF-kB neuron act	TNAP inh hi DEA	TNAP inh no acc	APP 5'UTR act	TNAP act hiacc	bIAP act	PMI act satM6P	PMI act
CCN(CC)CCn1c(NCc2nc3ccccc3n2Cc2ccccc2)nc2ccccc21	0.74	-7.8	-100.8	9.1	1.1	2*	1.1	1

Screening results from PubChem BioAssay.
